# From PubChem BioAssay
# Tcruzi prolif: blocks T. cruzi growth in NIH3T3 culture; T. cruzi beta-gal in NIH3T3, GalScreen luminescence, 90 h; inhibition, % at 8.34 µM; hit rate 5.9% among 77,000;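 active = mean inhibition above about 93%, with at least 55% of replicates each passing it, limit read from the data, passing the limit was not always enough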
# GASC1 inh: KDM4C (human) demethylase inhibition | Q9H3R0 | hit rate 0.15% among 96,000 | GST-KDM4C 2-372, H3K9me3 peptide, LANCE TR-FRET | inhibition, % at 12.5 µM | AID 720574;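 active = mean replicate inhibition above about 25%, with at least 55% of replicates also reaching it, limit read from the data, passing the limit was not always enough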
# Target sequence (Q9H3R0 2-372 limits assumed): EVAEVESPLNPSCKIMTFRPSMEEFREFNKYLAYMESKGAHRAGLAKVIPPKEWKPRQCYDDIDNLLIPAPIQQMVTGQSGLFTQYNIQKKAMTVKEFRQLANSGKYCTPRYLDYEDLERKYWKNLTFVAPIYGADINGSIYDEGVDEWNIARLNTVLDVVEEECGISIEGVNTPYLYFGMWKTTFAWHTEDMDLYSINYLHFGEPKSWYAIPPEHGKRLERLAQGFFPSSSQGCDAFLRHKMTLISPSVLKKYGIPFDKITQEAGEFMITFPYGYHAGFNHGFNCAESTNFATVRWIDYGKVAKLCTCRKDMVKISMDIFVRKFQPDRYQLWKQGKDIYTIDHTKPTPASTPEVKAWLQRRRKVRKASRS
#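 reagent = H3K9me3 peptide substrate, Fe(II), 2-oxoglutarate | system = GST-tagged GASC-1 (JMJD2C) catalytic fragment, aa 2-372 | amount = enzyme final amount 10 nM | read-out = Fall in 671/618 emission ratio as inhibition | medium = HEPES buffer, pH 7.5, plus ascorbate | schedule = 30 min reaction, 60 min detection, RT | measured by = LANCE TR-FRET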
# Pf Dd2 inh: blocks growth of Plasmodium falciparum Dd2 parasites | P. falciparum Dd2 growth, SYBR Green, 72 h; active compounds read low | hit rate 2.3% among 94,000 | activity change, % at 10 µM; in the data active = activity change below about -80%
# C diff HTS: C. difficile growth inhibition; Clostridium difficile clinical isolate growth, OD600, 24 h; active compounds read low; growth activity, negative = inhibition, % at 16 µg/mL (by protocol); hit rate 0.25% among 86,000;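 active = mean growth activity at or below -80% and every replicate also at or below -80%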;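 note: 0% = DMSO wells and -100% = levofloxacin 16 µg/mL wells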
# Starred values were filed as active, the others as inactive; . = not tested or not shown; & = joins results of further samples.
# Order of results: GASC1 inh	C diff HTS	Pf Dd2 inh	Tcruzi prolif
> O=C(CC1CC1)N1CC(=O)N2[C@H](C1)[C@@H](c1ccc(-c3cccnc3)cc1)[C@@H]2CO
  -2.0	46	14	.
> O=C(C[C@@H]1C=C[C@@H](NC(=O)Nc2cc(F)ccc2F)[C@@H](CO)O1)Nc1ccccc1
  -1.8	.	-30	19
> Cc1noc(C)c1S(=O)(=O)Nc1ccc2c(c1)C(=O)N([C@H](C)CO)C[C@@H](C)[C@H](CN(C)C(=O)Cc1ccccc1)OCCCC[C@@H](C)O2
  -0.9	4	-52	-12
> COc1ccc(NC(=O)Nc2ccc3c(c2)CC(=O)N([C@H](C)CO)C[C@@H](C)[C@H](CN(C)S(=O)(=O)c2cccs2)O3)cc1
  -1.0	-7	-2	0
> COc1ccc(S(=O)(=O)N(C)C[C@H]2OCCCC[C@@H](C)Oc3ccc(NC(=O)Nc4ccc(F)cc4)cc3C(=O)N([C@@H](C)CO)C[C@H]2C)cc1
  -0.3	3	-76	104
> COCC(=O)N(C)C[C@@H]1Oc2cc(C#CCC(C)C)ccc2S(=O)(=O)N([C@@H](C)CO)C[C@@H]1C
  0.0	0	10	31
> C[C@H]1CCCCO[C@@H](CN(C)Cc2ccc(C(=O)O)cc2)[C@@H](C)CN([C@@H](C)CO)C(=O)c2cc(NC(=O)C3CCCCC3)ccc2O1
  1.2	-2	10	-18
> O=C(C1CCCC1)N1CC(=O)N2[C@H](C1)[C@H](c1ccc(-c3cccnc3)cc1)[C@@H]2CO
  -0.3	0	-7	.
> N#C[C@@H]1[C@@H](c2ccccc2C2=CCCCC2)[C@H](CO)N1C(=O)c1ccccn1
  0.7	-4	-38	.
> O=C(Nc1ccccc1)N1CCCCN2[C@@H](CO)[C@@H](c3ccc(Br)cc3)[C@@H]2C1
  -0.7	30	-41	70
> COc1ccc(NC(=O)Nc2cccc3c2O[C@H](CN(C)S(=O)(=O)c2cn(C)cn2)[C@@H](C)CN([C@H](C)CO)C3=O)cc1
  0.0	2	-5	-7
> C[C@H](CO)N1C[C@H](C)[C@@H](CN(C)C(=O)CCCN(C)C)OCCCC[C@H](C)Oc2ccc(NC(=O)c3ccncc3)cc2C1=O
  -0.7	0	-16	29
> Cc1ccccc1S(=O)(=O)N1CCCCN2[C@H](CO)[C@H](c3ccc(-c4cncnc4)cc3)[C@H]2C1
  -1.0	6	-6	43
> C[C@@H]1CN([C@H](C)CO)C(=O)c2c(c3ccccc3n2C)-c2ccccc2CO[C@H]1CN(C)C(=O)N[C@H](C)c1ccccc1
  3.8	-1	-1	-27
> Cc1noc(C)c1NC(=O)Nc1cccc2c1O[C@@H](CN(C)Cc1ccc(C(=O)Nc3ccccc3N)cc1)[C@H](C)CN([C@H](C)CO)C2=O
  -2.4	2	-55	77
> C[C@H]1CN([C@@H](C)CO)C(=O)c2cc(NC(=O)CCCN(C)C)ccc2O[C@H]1CN(C)S(=O)(=O)c1ccc(F)cc1
  2.1	3	23	17
> COC(=O)N(C)C[C@@H]1OCc2ccccc2-c2ccccc2C(=O)N([C@H](C)CO)C[C@H]1C
  -1.0	.	-20	17
> Cc1ccc(S(=O)(=O)Nc2ccc3c(c2)CC(=O)N([C@H](C)CO)C[C@H](C)[C@H](CN(C)Cc2ccncc2)O3)cc1
  5.1	-1	-12	56
> C[C@H]1CN([C@@H](C)CO)C(=O)c2cc(Br)cnc2O[C@H]1CN(C)C(=O)c1ccc(F)cc1
  -2.4	-2	31	.
> O=C(C[C@H]1CC[C@H]2[C@@H](COC[C@H](O)CN2C(=O)Nc2ccc(F)cc2)O1)NCCc1ccncc1
  -0.5	.	-3	49
> C[C@H]1CN([C@@H](C)CO)C(=O)c2ccccc2-c2ccccc2CO[C@H]1CN(C)S(=O)(=O)c1ccc(C#N)cc1
  -3.0	.	-23	-16
> COc1ccc(-c2cn(CC[C@H]3CC[C@H](NC(=O)c4cnccn4)[C@@H](CO)O3)nn2)cc1
  0.6	-5	2	-23
> CC(=O)N(C)C[C@@H]1Oc2ncc(C#Cc3ccccc3F)cc2C(=O)N([C@H](C)CO)C[C@@H]1C
  1.2	-5	5	-19
> C[C@@H](O)C#Cc1ccc([C@H]2[C@@H](CO)N3CCCCN(C(=O)c4ccc(F)cc4)C[C@@H]23)cc1
  0.1	-4	4	103*
> COc1ccccc1S(=O)(=O)N[C@H]1CC[C@H](CCn2cc(C3CC3)nn2)O[C@@H]1CO
  1.0	4	4	.
> C[C@@H]1CN([C@@H](C)CO)C(=O)Cc2cc(NC(=O)Nc3ccc(C(F)(F)F)cc3)ccc2O[C@@H]1CN(C)C(=O)Nc1ccccc1
  1.6	36	-28	13
> O=C(C[C@@H]1C=C[C@@H](NC(=O)Nc2ccc3c(c2)OCO3)[C@H](CO)O1)NCc1ccc(F)cc1
  -0.1	3	-8	3
> O=C(c1ccc(F)cc1)N1CC(=O)N2[C@H](C1)[C@@H](c1ccc(C#CC3CCCC3)cc1)[C@@H]2CO
  .	19	-64	.
> CO[C@H]1CN(C)C(=O)c2ccc(NC(=O)C3CCCC3)cc2OC[C@@H](C)N(Cc2cocn2)C[C@H]1C
  -2.1	.	2	16
> CCC(=O)N1C[C@H](C)[C@H](OC)CN(C)C(=O)c2cc(NC(=O)c3cc(C)on3)ccc2OC[C@@H]1C
  0.4	.	.	20

# The last 2 records of the part above open the next one:
# Order of results: GASC1 inh	C diff HTS	Pf Dd2 inh	Tcruzi prolif
> CO[C@H]1CN(C)C(=O)c2ccc(NC(=O)C3CCCC3)cc2OC[C@@H](C)N(Cc2cocn2)C[C@H]1C
  -2.1	.	2	16
> CCC(=O)N1C[C@H](C)[C@H](OC)CN(C)C(=O)c2cc(NC(=O)c3cc(C)on3)ccc2OC[C@@H]1C
  0.4	.	.	20
> C[C@H](CO)N1C[C@H](C)[C@H](CN(C)S(=O)(=O)c2ccc(Cl)cc2)Oc2ccc(NS(=O)(=O)c3cn(C)cn3)cc2C1=O
  9.4	-6	-1	18
> CO[C@@H]1CN(C)C(=O)c2cc(NS(=O)(=O)CC(F)(F)F)ccc2OC[C@H](C)N(C)C[C@H]1C
  0.0	0	.	-11
> O=C(CCN1CCCCC1)NCC[C@H]1CC[C@H](NC(=O)C2CCOCC2)[C@@H](CO)O1
  -0.8	0	13	11
> CO[C@H]1CC[C@H]2CCOc3ccc(C#N)cc3C(=O)N(C)C[C@H](OC)[C@H](C)C(=O)N(C)C[C@@H]1O2
  -0.3	2	.	9
> CCC(=O)N1CCC2(CC1)CN(C(=O)CC)[C@@H](CO)c1[nH]c3cc(OC)ccc3c12
  0.0	13	-48	.
> C[C@@H]1CN([C@H](C)CO)C(=O)c2cc(NC(=O)Nc3ccccc3)ccc2O[C@@H](C)CCCCO[C@@H]1CN(C)Cc1ccc(C(=O)O)cc1
  -0.4	5	-8	-16
> COc1ccc(NC(=O)Nc2ccc3c(c2)CC(=O)N([C@@H](C)CO)C[C@@H](C)[C@H](CN(C)Cc2ccc(C(F)(F)F)cc2)O3)cc1
  -2.9	-5	-68	22
> O=C(C[C@H]1C[C@@H]2c3cc(NC(=O)Nc4ccc(F)cc4)ccc3O[C@@H]2[C@H](CO)O1)NC1CCCCC1
  -1.0	0	-35	22
> C[C@H](CO)N1C[C@H](C)[C@H](CN(C)C(=O)NC2CCCCC2)Oc2ccc(NC(=O)CCCCCC(=O)Nc3ccccc3N)cc2CC1=O
  0.8	-5	14	52
> Cc1noc(C)c1NC(=O)N(C)C[C@H]1Oc2cc(C#CCN(C)C)ccc2S(=O)(=O)N([C@H](C)CO)C[C@@H]1C
  0.7	-1	35	26
> COc1ccc(-c2cn(CC[C@H]3CC[C@@H](NC(=O)Cc4ccccn4)[C@@H](CO)O3)nn2)cc1
  1.7	0	11	-12
> CO[C@@H]1CN(C)C(=O)c2ccc(NC(=O)NC(C)C)cc2OC[C@H](C)N(C(=O)C2CCC2)C[C@H]1C
  -1.3	.	0	11
> C[C@@H](NC(=O)C[C@@H]1C=C[C@@H](NC(=O)CN2CCOCC2)[C@@H](CO)O1)c1ccccc1
  -0.8	.	13	-7
> O=C(Nc1ccc(F)cc1)N1C[C@@H]2N[C@H](C1)C2c1ccc(/C=C/c2ccccc2)cc1 (some centres not stated)
  -1.5	-100*	-36&-71	.
> COc1ccc(S(=O)(=O)Nc2ccc3c(c2)C(=O)N([C@H](C)CO)C[C@@H](C)[C@H](CN(C)Cc2ccc4c(c2)OCO4)O3)cc1
  -1.3	-1	10	.
> N#C[C@H]1N[C@H](CO)[C@@H]1c1ccc(C#CC2CCCC2)cc1
  2.2	-5	-25	31
> CC(C)CC#Cc1ccc([C@@H]2[C@@H](CO)N3C(=O)CN(S(=O)(=O)c4cccc(F)c4)C[C@@H]23)cc1
  -0.3	13	-42	.
> C[C@@H]1CN([C@@H](C)CO)C(=O)c2cc(NC(=O)Nc3ccc(C(F)(F)F)cc3)ccc2O[C@@H](C)CCCCO[C@H]1CN(C)C(=O)C1CCCCC1
  0.4	1	-68	119*
> COc1ccc(NC(=O)Nc2ccc3c(c2)C(=O)N([C@H](C)CO)C[C@H](C)[C@H](CN(C)C(=O)C2CCCCC2)OCCCC[C@H](C)O3)cc1
  -1.4	-18	-68	76
> C[C@@H]1CN([C@@H](C)CO)C(=O)c2cc(NC(=O)Nc3cccc4ccccc34)ccc2O[C@@H]1CN(C)C(=O)Nc1ccc2c(c1)OCO2
  -4.1	-2	6	28
> C[C@@H]1CN([C@@H](C)CO)C(=O)c2c(c3ccccc3n2C)-c2ccccc2CO[C@@H]1CN(C)S(=O)(=O)c1cccc(C#N)c1
  -0.3	5	-65	89
> C[C@@H]1CN([C@@H](C)CO)C(=O)c2cccc(NS(=O)(=O)c3cccs3)c2O[C@@H]1CN(C)C(=O)Nc1ccc(C(F)(F)F)cc1
  0.2	.	-20	9
> COc1ccc(CN2C[C@@H](O)COC[C@@H]3O[C@@H](CC(=O)NCCN4CCCC4)CC[C@H]32)cc1
  -1.8	3&-4	-19	32
> C[C@H]1CN([C@@H](C)CO)C(=O)Cc2cc(NC(=O)Cc3ccccc3)ccc2O[C@@H]1CN(C)CC1CC1
  -1.5	-2	-25	-23
> COc1ccc(NC(=O)Nc2ccc3c(c2)C(=O)N([C@H](C)CO)C[C@H](C)[C@@H](CN(C)C(=O)Nc2ccccc2)OCCCC[C@H](C)O3)cc1
  0.0	4	-18	19
> Cc1ccc(S(=O)(=O)Nc2ccc3c(c2)C(=O)N([C@@H](C)CO)C[C@H](C)[C@@H](CN(C)C(=O)Nc2ccc(C(F)(F)F)cc2)OCCCC[C@@H](C)O3)cc1
  2.0	-1	-79	91
> O=C(C[C@H]1CC[C@H]2[C@@H](COC[C@@H](O)CN2Cc2cc(F)cc(F)c2)O1)NCc1cccc(F)c1
  -1.4	.	-5	14
> COCC(=O)N1CC2(C1)CN(S(C)(=O)=O)[C@@H](CO)c1[nH]c3cc(OC)ccc3c12
  0.4	-4	56	.
> C/C=C/c1ccc([C@@H]2[C@@H](CN(C(=O)COC)C(C)C)N(C(C)=O)[C@H]2CO)cc1
  -0.1	-4	8	20
> Cc1noc(C)c1NC(=O)Nc1cccc2c1O[C@H](CN(C)C(=O)Nc1cccc3ccccc13)[C@H](C)CN([C@H](C)CO)C2=O
  1.7	7	-55	23

# Ordered by number of heavy atoms (falling): 4 of the compounds above.
# Order of results: GASC1 inh	C diff HTS	Pf Dd2 inh	Tcruzi prolif
> C[C@@H]1CN([C@@H](C)CO)C(=O)c2cc(NC(=O)Nc3ccc(C(F)(F)F)cc3)ccc2O[C@@H](C)CCCCO[C@H]1CN(C)C(=O)C1CCCCC1
  0.4	1	-68	119*
> COc1ccc(NC(=O)Nc2ccc3c(c2)C(=O)N([C@H](C)CO)C[C@H](C)[C@H](CN(C)C(=O)C2CCCCC2)OCCCC[C@H](C)O3)cc1
  -1.4	-18	-68	76
> COc1ccc(S(=O)(=O)Nc2ccc3c(c2)C(=O)N([C@H](C)CO)C[C@@H](C)[C@H](CN(C)Cc2ccc4c(c2)OCO4)O3)cc1
  -1.3	-1	10	.
> COCC(=O)N1CC2(C1)CN(S(C)(=O)=O)[C@@H](CO)c1[nH]c3cc(OC)ccc3c12
  0.4	-4	56	.

# The list continues.
# Order of results: GASC1 inh	C diff HTS	Pf Dd2 inh	Tcruzi prolif
> Cc1noc(C)c1NC(=O)Nc1ccc2c(c1)C(=O)N([C@@H](C)CO)C[C@@H](C)[C@H](CN(C)C(=O)NC1CCCCC1)O2
  1.0	1	22	20
> C[C@@H]1CN([C@@H](C)CO)C(=O)c2cc(NC(=O)Nc3ccc4c(c3)OCO4)ccc2O[C@@H]1CN(C)C(=O)Nc1ccc(C(F)(F)F)cc1
  -0.8	6	-30	-28
> Cc1noc(C)c1S(=O)(=O)Nc1cccc2c1O[C@H](CN(C)C(=O)Nc1cccc3ccccc13)[C@H](C)CN([C@@H](C)CO)C2=O
  1.3	.	-9	9
> C[C@@H]1CCCCO[C@H](CN(C)S(=O)(=O)c2ccc(F)cc2)[C@@H](C)CN([C@H](C)CO)C(=O)c2cc(NC(=O)NC3CCCCC3)ccc2O1
  0.2	15	-26	29
> C[C@@H]1CCCCO[C@H](CN(C)Cc2ccccc2)[C@@H](C)CN([C@@H](C)CO)C(=O)c2cc(NS(=O)(=O)c3cn(C)cn3)ccc2O1
  0.3	.	-2	30
